# PTHR1 agonist: activates the human parathyroid hormone receptor PTHR1. Q03431. Potency, µM (top dose mostly 115 µM), inactives show at the highest dose activation, most hits filed as activators. hit rate 0.075% among 410,000. HEK293 GP2 PTHR1 cells, GloSensor cAMP luminescence, 1 h; further: potency means the concentration at half of the fitted maximal effect; nearly all actives have a fitted effect of over 55% in size; some results filed as inactive show a strong effect at the top dose; inactives centre near -15; many of its hits are not listed in these tables
#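 HEK-293-derived GP2 cells expressing PTHR1 and a GloSensor cAMP reporter, 3,000/well, plated overnight, given luciferin plus IBMX (each 0.5 mM as added) for 1 h at 37 °C, then compound for 1 h at 37 °C. Luminescence was read after 15 min at room temperature.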
# FUS yeast rescue: rescues growth of FUS-expressing yeast; Potency, µM (top dose mostly 76.6 µM), inactives show at the top dose growth rescue (activation), usual class: activators; S. cerevisiae FUS-expressing, growth rescue, OD600, 24 h; hit rate 0.24% among 390,000; AID 1347120;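 further: potency means the concentration at half of the fitted maximal effect; plate controls were DMSO vehicle for no effect and reference control for full effect; nearly all actives have a fitted effect of over 55% in size; some results filed as inactive show a strong effect at the top dose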
#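 Quantitative HTS measuring growth restoration of FUS-toxic yeast. Galactose-induced cells (OD 0.005) were exposed 24hr at 30C to compounds at several concentrations, then absorbance at 600 nm was recorded.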
# pAkt inh: Akt phosphorylation inhibition. Neuro2A IGF-stimulated pAkt S473 HTRF, 20 min; active compounds read low. activity change, % for hits at 50 µM. hit rate 0.32% among 360,000. AID 651550; in the data active means activity change below about -80%; inconclusive means mostly about -51% to -80%; further: on the % scale 0 is the no-effect control and ±100 the full control effect
#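 Neuro2A cells (4,500/well, DMEM with 0.5% FBS) were treated with compound at a single 50 µM final concentration, stimulated with 6 nM IGF for 20 min at 37 °C, and lysed. Phospho-Akt Ser473 was read by HTRF as 665/615 ratio ×10^4.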
# TDP-43 yeast inh: rescues yeast growth from TDP-43 toxicity. TDP-43 expressing yeast growth rescue, BacTiter-Glo, 24 h. hit rate 1.8% among 410,000. Potency, µM (titrated, usually from 46.1 µM), for inactives: top-dose growth rescue (activation), actives largely listed as activators; further: potency means the concentration at half of the fitted maximal effect; % of control where 0% means no effect; nearly all actives have a fitted effect of over 50% in size
#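 Galactose-induced TDP-43 yeast, OD600=0.02, compound pinned; 24 hr, 30 deg C; BacTiter-Glo luminescence for growth. Inhibitors of TDP-43 toxicity read as activators.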
# D3 antag: blocks the human D3 dopamine receptor; P35462; D3R cells, DiscoveRx beta-arrestin luminescence, antagonist mode; active compounds read low; max response, negative = inhibition, %; hit rate 2.5% among 360,000; in the data active means max response below about -50%; inconclusive means no clear call, values can overlap the other calls; further: on the % scale 0 is the no-effect control and ±100 the full control effect; mostly tested at two doses, the higher about 12 µM
# Target sequence (P35462 whole entry, looked up): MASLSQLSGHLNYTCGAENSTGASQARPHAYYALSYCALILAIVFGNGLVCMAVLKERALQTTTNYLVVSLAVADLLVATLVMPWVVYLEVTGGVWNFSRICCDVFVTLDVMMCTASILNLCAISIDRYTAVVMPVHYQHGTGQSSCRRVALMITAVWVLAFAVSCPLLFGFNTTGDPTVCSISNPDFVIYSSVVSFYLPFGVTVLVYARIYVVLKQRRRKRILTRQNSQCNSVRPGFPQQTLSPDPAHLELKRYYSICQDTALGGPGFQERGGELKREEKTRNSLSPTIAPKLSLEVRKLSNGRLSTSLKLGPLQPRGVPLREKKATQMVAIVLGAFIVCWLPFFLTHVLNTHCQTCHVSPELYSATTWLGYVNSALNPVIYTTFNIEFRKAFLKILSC
#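 Cells expressing the human receptor were seeded at 1500 cells/well, incubated overnight at 37 degrees C in 5% CO2, then exposed to library compounds with dopamine controls for 90 minutes at 37 degrees C before luminescent detection.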
# Abeta rescue: A-beta toxicity reversal in yeast; yeast expressing A-beta42, growth rescue, OD600, 48 h; response scale: 0% DMSO, 100% iron-clioquinol control; Potency, µM (top dose mostly 46.1 µM), inactives show at the highest dose growth rescue, usual class: activators; hit rate 0.063% among 410,000; AID 1347071; further: potency means the concentration at half of the fitted maximal effect; nearly all actives have a fitted effect of over 55% in size
#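 Yeast A-beta toxicity model in growth medium with pinned compounds, 48 h at 30 C; growth read as absorbance at 600 nm. Normalized to FeCl3/clioquinol equimolar mix (positive) and DMSO (negative).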
# GLP1R inv ag: inverse agonists of human GLP-1 receptor; P43220; HEK293 GLP-1R CRE-luciferase, luminescence, 24 h; GLP-1R form is constitutively active; Potency, µM (series often up to 38.3 µM), for the others: at the highest dose activity change, negative = inhibition, usual class: inhibitors; hit rate 1.6% among 410,000; further: potency means the concentration at half of the fitted maximal effect; on the % scale 0 is the no-effect control and ±100 the full control effect; nearly all actives have a fitted effect of over 55% in size
# Target sequence (P43220 whole entry, looked up): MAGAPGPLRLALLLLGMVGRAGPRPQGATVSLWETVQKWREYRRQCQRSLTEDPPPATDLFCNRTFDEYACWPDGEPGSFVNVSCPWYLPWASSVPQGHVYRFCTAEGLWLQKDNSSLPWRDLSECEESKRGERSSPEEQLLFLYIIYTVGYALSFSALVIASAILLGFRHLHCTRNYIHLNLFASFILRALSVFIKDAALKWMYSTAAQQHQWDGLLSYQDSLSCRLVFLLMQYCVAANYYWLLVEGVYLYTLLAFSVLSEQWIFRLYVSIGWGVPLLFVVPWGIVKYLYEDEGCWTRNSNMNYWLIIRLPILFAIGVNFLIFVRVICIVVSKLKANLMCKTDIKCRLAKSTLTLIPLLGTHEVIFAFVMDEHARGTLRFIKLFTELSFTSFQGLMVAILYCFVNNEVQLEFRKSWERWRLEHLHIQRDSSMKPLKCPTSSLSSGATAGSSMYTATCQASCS
#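 Constitutively active GLP-1R drives a cAMP-responsive luciferase in stably transfected HEK293 cells; test compounds are added after overnight (12 h) attachment and left 24 hr, and signal loss in luminescence marks inhibition.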
# aSyn rescue: alpha-synuclein toxicity inhibition in yeast; Yeast expressing alpha-synuclein, growth rescue, BacTiter-Glo, 24 h; Potency, µM (titrated, usually from 46.1 µM), without a hit: top-dose growth rescue (activation), actives largely listed as activators; hit rate 0.14% among 370,000; AID 652106; further: potency means the concentration at half of the fitted maximal effect; % of control where 0% means no effect; nearly all actives have a fitted effect of over 65% in size
#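 Rescue of yeast growth: cells expressing toxic alpha-synuclein, induced in galactose at OD600 0.02, incubated with compound 24 h at 30 C. ATP luminescence quantified growth; inhibitors of toxicity appear as activators.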
# GLP1R ag: activates the human GLP-1 receptor; P43220; HEK293 GLP-1R CRE-luciferase, luminescence, 4-6 h; cells express a hypersensitive GLP-1R form; Potency, µM (series often up to 45.6 µM), for inactives: top-dose activation, most hits filed as activators; hit rate 0.007% among 380,000; AID 624172; further: potency means the concentration at half of the fitted maximal effect; % of control where 0% means no effect
# * = called active by the depositor; i = inactive; u = inconclusive; x = not tested or not shown; & = joins results of further samples; [ ] = another dose, or the depositor's remark. Unless noted, the call rests on the fitted dose curve; in most records, active means well fitted curve in the direction sought with a large enough effect; inconclusive means small, poorly fitted or top-dose-only effect, or another doubt; inactive means no such curve, though single readings can be large; an effect the other way counts as inactive or inconclusive. A portion of the library; rates above refer to the full screens.
nr	canonical_smiles	PTHR1 agonist	FUS yeast rescue	pAkt inh	TDP-43 yeast inh	D3 antag	Abeta rescue	GLP1R inv ag	aSyn rescue	GLP1R ag
1	CCOc1ccc(Cn2c(=O)sc3ccccc32)cc1	-21%	-27%&-9%	i	u	4	23%&15%	u	1%	10%
2	Cc1noc(C)c1CSCC(=O)N(C)CC(=O)Nc1ccccc1Cl	i	x	i	9%	11	-1%	4%	-4%	2%
3	CC(CCc1ccco1)N(C)S(=O)(=O)c1csc(C(N)=O)c1 (stereo unspecified)	-11%	-5%	i	-6%	-21	-1%	-14%	-2%	0%
4	Cc1ccc(CS(=O)(=O)c2cn(CC(=O)N3CCOCC3)c3ccccc23)cc1	-14%	35%	i	5%	-13	10%	19%	0%	8%
5	O=C(Cc1ccccc1)N/N=C/c1ccccn1	i	-7%	i	-14%	14	-4%	-1%	23%	-7%
6	Cc1ccc(OC(=S)Nc2ccc(O)cc2)cc1	-9%	-12%	i	5%	-6	-35%[inhibitor]	16%	-13%	-34%
7	Cn1cc(/C=C2\SC(=S)N(N3CCOCC3)C2=O)c2ccccc21	-9%	6%	i	0%	56	-9%	-1%	3%	3%
8	Cc1cc(F)ccc1NC(=O)CCS(=O)(=O)c1ccc2c(c1)CC(C)N2C(=O)C1CC1 (stereo unspecified)	-5%	-1%	x	6%	x	-5%	4%	x	x
9	Cn1c(-c2ccccc2)cnc1NCc1cc2c(cc1[N+](=O)[O-])OCO2	i	17%	i	1%	7	-16%	-17%	-2%	-1%
10	Cc1cccc(N2CN(Cc3ccco3)CNC2=S)c1	-9%	x	i	-2%	-16	-6%	6%	-2%	5%
11	O=C1CN(C(=O)COC(=O)c2ccc(Br)o2)c2ccccc2N1	i	-19%	i	-1%	7	-8%	-4%	-1%	9%
12	CSc1ccc(CNC(=O)C2(C)CCN2C(C)C)cc1 (stereo unspecified)	-24%	-23%	i	5%	-7	-15%	5%	-2%	3%
13	Cc1cc(C)nc(SCc2nnc(SCC(N)=O)o2)n1	-23%	-23%	i	9%	1	-11%	-3%	4%	2%
14	Cc1cc(C)cc(-n2ccnc2SCC(=O)Nc2ccc3c(c2)OCO3)c1	i	19%	x	2%	x	-18%	u	2%	10%
15	COc1ccc2cc(C(=O)Nc3ccc(S(N)(=O)=O)cc3)sc(=O)c2c1OC	i	-1%	i	-17%	-5	-14%	21%	-8%	11%
16	CNC(=O)Nc1ccc(Cn2cc(C(F)(F)F)ccc2=O)cc1	i	1%	i	-4%	2	-5%	-11%	-7%	2%

# Profiles, looked up by structure. Order of screens: PTHR1 agonist, FUS yeast rescue, pAkt inh, TDP-43 yeast inh, D3 antag, Abeta rescue, GLP1R inv ag, aSyn rescue, GLP1R ag
# Cc1cccc(N2CN(Cc3ccco3)CNC2=S)c1 is entered as -9%, x, i, -2%, -16, -6%, 6%, -2%, 5%
# CSc1ccc(CNC(=O)C2(C)CCN2C(C)C)cc1 (stereo unspecified) is entered as -24%, -23%, i, 5%, -7, -15%, 5%, -2%, 3%
# CNC(=O)Nc1ccc(Cn2cc(C(F)(F)F)ccc2=O)cc1 is entered as i, 1%, i, -4%, 2, -5%, -11%, -7%, 2%
# Cn1c(-c2ccccc2)cnc1NCc1cc2c(cc1[N+](=O)[O-])OCO2 is entered as i, 17%, i, 1%, 7, -16%, -17%, -2%, -1%

# Three compounds out of the list, sorted by length of the SMILES, ascending.
nr	canonical_smiles	PTHR1 agonist	FUS yeast rescue	pAkt inh	TDP-43 yeast inh	D3 antag	Abeta rescue	GLP1R inv ag	aSyn rescue	GLP1R ag
16	CNC(=O)Nc1ccc(Cn2cc(C(F)(F)F)ccc2=O)cc1	i	1%	i	-4%	2	-5%	-11%	-7%	2%
11	O=C1CN(C(=O)COC(=O)c2ccc(Br)o2)c2ccccc2N1	i	-19%	i	-1%	7	-8%	-4%	-1%	9%
8	Cc1cc(F)ccc1NC(=O)CCS(=O)(=O)c1ccc2c(c1)CC(C)N2C(=O)C1CC1 (stereo unspecified)	-5%	-1%	x	6%	x	-5%	4%	x	x

# The listing continues.
nr	canonical_smiles	PTHR1 agonist	FUS yeast rescue	pAkt inh	TDP-43 yeast inh	D3 antag	Abeta rescue	GLP1R inv ag	aSyn rescue	GLP1R ag
17	COc1ccc(NC(NC(=O)c2cccnc2)C(Cl)(Cl)Cl)cc1 (stereo unspecified)	i	18%	i	-5%[9.22 µM]	3	-3%	-30%	11%	7%
18	O=C(CN(C(=O)CNC(=O)c1ccco1)c1ccc(F)cc1)NC1CCCC1	-14%	8%	i	-24%	-8	-11%	9%	-6%	3%
19	O=S(Cc1ccc(Br)cc1)Cc1nnc(SCc2ccc(Cl)cc2)n1-c1ccccc1 (stereo unspecified)	-28%	x	i	6.3µM*	-7	31%	u	u	-5%
20	CN(C)c1ccc(-c2n[nH]c(=S)n2-c2ccccc2)cc1	-16%	5%	i	x	8	3%	4%	1%	10%
21	COC(=O)C(NC(C)=O)(Nc1ccc(Br)cn1)C(F)(F)F (stereo unspecified)	-11%[57.5 µM]	-11%	x	-5%	23	4%	-8%	-2%	-5%
22	O=C(NCCc1ccccc1)/C(=C\c1cccc([N+](=O)[O-])c1)NC(=O)c1ccco1	-22%	x	i	17%	4	-2%	-2%	5%	-3%
23	COC(=O)c1cc(-c2ccc(Cl)cc2)n(-c2ccc(S(N)(=O)=O)cc2)n1	-8%	15%	i	-23%	-8	-3%	-22%	2%	13%
24	N#Cc1ccccc1CN1C(=O)c2ccccc2Sc2ccc(C(=O)OCc3ccco3)cc21	20%	u	x	4%	x	-14%	u	2%	7%
25	O=C(CCC1CCCN(C(=O)c2cccnc2)C1)NCc1ccccc1F (stereo unspecified)	-14%	x	i	-15%	2	-13%	2%	4%	-3%
26	c1ccc2c(N3CCCCC3)nc(N3CCOCC3)nc2c1	-10%	-2%	i	-15%	-5	-10%	-26%	-13%	-1%
27	Brc1ccc2c(c1)CN1CCCC1=N2	i	-34%	i	-6%	-50*	-10%	-25%	1%	-13%
28	CC(C)(C)OC(=O)NCCCC[C@H](NC(=O)c1[nH]cnc1C(=O)N[C@@H](Cc1ccccc1)C(=O)OC(C)(C)C)C(=O)OC(C)(C)C	-5%	46%	i	10%	-4	4%	u	0%	-7%
29	COc1cccc(NC(=O)N2C3CCCC2CC(NC(=O)C(C)(C)C)C3)c1 (stereo unspecified)	i	12%	i	21%	3	1%	12%	2%	2%
30	Cc1cccc(C)c1C(O)c1ncc(-c2ccc(Cl)cc2)[nH]1 (stereo unspecified)	-4%	-13%	i	14%	7	-7%	u	7%	-2%
31	Cc1c(NC(=O)c2cnn3c2NC(c2ccccc2)CC3C(F)(F)F)c(=O)n(-c2ccccc2)n1C (stereo unspecified)	i	18%	i	-12%	13	4%	u	-2%	3%
32	CCN(Cc1ccncc1)C(=O)c1cc(COc2ccc(F)cc2Cl)on1	-31%[inhibitor]	x	i	20%	9	6%	u	11%	-5%
33	CC1(C)CC(NC(=O)c2ccccc2F)CC(C)(C)N1	i	-12%	i	11%	-1	-3%	7%	-5%	0%
34	COc1ccc2nc(/C=N/NC(=O)[C@@H]3CCCN3C(=O)OC(C)(C)C)ccc2c1	i	4%	i	11%	4	17%	105%[activator]	0%	0%
35	CCOC(=O)c1ccc(N2CCCCC2)c(NS(=O)(=O)c2cccc(C(F)(F)F)c2)c1	-13%	30%	i	16%	22	2%	u	5%	18%
36	O=C1CN2Cc3c(ccc(Cl)c3Cl)N=C2N1	-10%	-15%	i	14%	13	-26%	1%	5%	17%&12%
37	Cc1cc(F)ccc1C(O)c1ncc(-c2ccc3ccccc3c2)[nH]1 (stereo unspecified)	-8%	5%	i	-12%	u	-24%	u	15%	1%
38	O=c1c2sc3ccccc3c2n(Cc2ccccc2F)c(=O)n1Cc1ccccc1	-6%	-15%	x	2%	x	-13%	-1%	x	0%
39	O=[N+]([O-])c1ccc(Nc2ccccc2)nc1	i	0%	i	u	-13	u	u	1%	0%
40	COc1ccc2cc(CNc3ccc(C)cc3)c(=O)n(CC(=O)Nc3cccc(Cl)c3C)c2c1	-2%	-11%	x	17%	x	-11%	-3%	1%	7%

# Some entries already given, limited to Abeta rescue and PTHR1 agonist.
no. | smiles | Abeta rescue | PTHR1 agonist
15 | COc1ccc2cc(C(=O)Nc3ccc(S(N)(=O)=O)cc3)sc(=O)c2c1OC | -14% | i
16 | CNC(=O)Nc1ccc(Cn2cc(C(F)(F)F)ccc2=O)cc1 | -5% | i

# Nos. 1 to 2 of the list above:
nr	canonical_smiles	PTHR1 agonist	FUS yeast rescue	pAkt inh	TDP-43 yeast inh	D3 antag	Abeta rescue	GLP1R inv ag	aSyn rescue	GLP1R ag
1	CCOc1ccc(Cn2c(=O)sc3ccccc32)cc1	-21%	-27%&-9%	i	u	4	23%&15%	u	1%	10%
2	Cc1noc(C)c1CSCC(=O)N(C)CC(=O)Nc1ccccc1Cl	i	x	i	9%	11	-1%	4%	-4%	2%

# (continued)
nr	canonical_smiles	PTHR1 agonist	FUS yeast rescue	pAkt inh	TDP-43 yeast inh	D3 antag	Abeta rescue	GLP1R inv ag	aSyn rescue	GLP1R ag
41	CC(=O)Nc1cc(C(F)(F)F)ccc1Oc1cccc(Br)c1	-15%[57.5 µM]	3%	i	11µM*	30	2%	u	1%	-2%
42	O=C(Cn1nnc(N2CCCC2)n1)N/N=C/c1ccc(Cl)cc1	i	0%	i	-8%	-18	9%	-17%	14%	0%
43	CNC(=S)Nc1cccc2[nH]ncc12	-37%	-1%	x	-1%	47	6%	18%	x	-9%
44	Cc1ccc(CCNC(=O)c2cc3sccc3n2Cc2ccc(Cl)cc2)cc1	-35%[inhibitor]	-36%	x	9%	x	0%	-16%	x	-1%
45	Cc1ccc(S(=O)(=O)N2CN(Cc3ccco3)c3nc4ccccc4nc32)cc1C	-10%[57.5 µM]	19%	i	-22%	2	7%	u	5%	3%

# Screening data: PubChem, National Center for Advancing Translational Sciences (NCATS)
